# Screening results: PubChem, National Center for Advancing Translational Sciences (NCATS)
# RXFP1 ag – RXFP1 (human) receptor agonism; Q9HBX9; HEK293T-RXFP1 cAMP TR-FRET, 30 min; response scale: percent of porcine relaxin response, buffer zero; Potency, µM (series often up to 57.5 µM), for the others: top-dose activation, hits mostly activators; actives 0.3% (n = 370,000); AID 2676; note: potency is the fitted concentration of half-maximal effect; % is set by controls: 0 for no effect and ±100 for the full control effect; nearly all actives have a fitted effect of over 60% in size; many of its hits are not listed in these tables
# Target sequence (Q9HBX9 whole entry, looked up): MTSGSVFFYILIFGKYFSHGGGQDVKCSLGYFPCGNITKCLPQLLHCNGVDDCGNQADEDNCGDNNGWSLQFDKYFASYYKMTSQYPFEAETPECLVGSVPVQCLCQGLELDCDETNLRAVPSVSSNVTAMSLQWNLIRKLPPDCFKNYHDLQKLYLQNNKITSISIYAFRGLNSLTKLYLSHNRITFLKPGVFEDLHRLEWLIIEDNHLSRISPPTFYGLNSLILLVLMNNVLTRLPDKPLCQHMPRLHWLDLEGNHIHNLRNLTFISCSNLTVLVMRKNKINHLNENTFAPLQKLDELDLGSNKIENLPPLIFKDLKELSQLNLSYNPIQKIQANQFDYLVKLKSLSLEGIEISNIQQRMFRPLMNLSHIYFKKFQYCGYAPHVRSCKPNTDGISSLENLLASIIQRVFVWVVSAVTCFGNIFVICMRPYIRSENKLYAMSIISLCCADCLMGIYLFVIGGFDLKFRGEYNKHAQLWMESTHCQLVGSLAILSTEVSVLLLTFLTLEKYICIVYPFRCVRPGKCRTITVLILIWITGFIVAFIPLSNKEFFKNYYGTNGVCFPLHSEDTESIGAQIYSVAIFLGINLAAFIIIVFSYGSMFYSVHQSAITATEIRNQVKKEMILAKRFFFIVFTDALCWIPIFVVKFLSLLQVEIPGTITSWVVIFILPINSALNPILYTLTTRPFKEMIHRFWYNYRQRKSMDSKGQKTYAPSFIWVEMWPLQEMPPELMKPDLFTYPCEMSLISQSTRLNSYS
#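 Agonist response is measured as cAMP accumulation in an RXFP1-transfected HEK293T line under PDE4 inhibition. Values are scaled between buffer-only and 29 nM porcine relaxin, and EC50s come from standard Hill equation fits.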
# D1 antagonist – blocks dopamine activation of the human D1 receptor | P21728 | HEK293 TREx D1 cells, calcium flux, dopamine EC80; stronger effect = lower value | activity change, negative = inhibition, % at 10 µM | actives 3.2% (n = 360,000); in the data active = activity change below about -30%; note: % is set by controls: 0 for no effect and ±100 for the full control effect
#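 Inducible Hek293 Trex D1 cells (tetracycline, overnight, 30 C). Calcium dye 30–90 min RT. Antagonist mode: EC80 dopamine added after 180 s compound read.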
# Vif-A3F inh – blocks the Vif interaction with APOBEC3F; actives 0.2% (n = 390,000); HeLa A3F-eYFP + Vif (tagged APOBEC3F with the HIV-1 protein that degrades it), YFP fluorescence increase; Potency, µM (top dose mostly 46.1 µM), for the others: at the top dose activity, negative = active; note: potency is the fitted concentration of half-maximal effect; % of control where 0% means no effect; nearly all actives have a fitted effect of over 65% in size
#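 HeLa cells stably expressing A3F-eYFP plus Vif, plated and incubated overnight at 37 deg C, then exposed to compounds overnight at 37 deg C. Blocked degradation read as raised yellow fluorescence (Ex 488/Em 500-530).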
# D1 PAM – potentiators of human D1 dopamine receptor; potentiation, % at 10 µM; HEK293 TREx D1 cells, calcium flux, dopamine EC20 potentiation; actives 0.036% (n = 360,000); P21728; AID 504651; in the data active = potentiation above about 30%; note: 0% is about no effect
# GRP78 ERSR act – inducers of ER stress response in human glioma cells. actives 0.02% (n = 420,000). Potency, µM, for the others: at the highest dose activation, most hits filed as activators. U87-MG GRP78 promoter luciferase reporter, 16 h; note: potency is the fitted concentration of half-maximal effect; series mostly up to about 76 µM; % of control where 0% means no effect; nearly all actives have a fitted effect of over 35% in size
#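 Stably transfected U87-MG human glioma cells carrying a GRP78-based luminescent sensor were seeded at 1000 cells/well, pin-dosed with compounds and incubated 16 h. Luciferase reagent was then added, and end-point luminescence was read after 10 min at room temperature.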
# D2 potentiator – positive allosteric modulators of human D2 dopamine receptor; P14416; HEK293 T-REx D2, calcium flux, EC20 dopamine potentiation; potentiation, % at 10 µM; actives 0.34% (n = 340,000);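 active = potentiation over 3 SD above the plate norm, cut at about 30% in these data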; note: 0% is about no effect
#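 Calcium flux readout, no-wash dye, 1 read/s. Inducible HEK293 Trex D2 line, overnight 30 C. Compound alone 180 s (agonist flags), then EC20 dopamine, another 180 s to score potentiation.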
# Vif-APOBEC3G blk – inhibitors of Vif-APOBEC3G interaction. Q9HC16. HeLa A3G-eYFP + Vif (tagged APOBEC3G with the HIV-1 protein that degrades it), YFP fluorescence, overnight. Potency, µM (doses to about 46.1 µM), without a hit: at the top dose activity, negative = active, actives largely listed as inhibitors. actives 0.076% (n = 410,000);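 note: potency is the fitted concentration of half-maximal effect; % is set by controls: 0 for no effect and ±100 for the full control effect; nearly all actives have a fitted effect of over 60% in size; hits raise eYFP signal because A3G escapes Vif-driven loss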
#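 HeLa cells stably expressing Vif and C-terminally eYFP-tagged A3G, seeded overnight at 37 deg C, then exposed to compound by pintool overnight at 37 deg C. Rise in yellow fluorescence (Ex 488/Em 500-530, Acumen) marks blocked Vif-driven A3G degradation.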
# RXFP1 antagonist – blocks the human relaxin receptor RXFP1; activity change, negative = inhibition, % at 57.5 µM; AID 1259400; actives 0.59% (n = 350,000); HEK293-RXFP1, relaxin-stimulated cAMP HTRF, 30 min; stronger effect = lower value;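 active = activity change of -60% or lower, but not beyond a set lower limit; inconclusive = change between -60% and -40%, or beyond the set limit; inactive = change above -40%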; note: % is set by controls: 0 for no effect and ±100 for the full control effect
# D1 agonist – human D1 receptor agonism. AID 504660. HEK293 T-REx D1 cells, calcium flux, agonist mode. P21728. actives 1% (n = 360,000). activation, % at 2 µM; in the data active = activation above about 30%; note: 0% is about no effect
#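 Agonism was scored from calcium flux recorded over 180 s (1 read/s) after pintool compound addition, following a 10-cycle baseline. Cells were inducible force-coupled HEK293 TREx D1, plated overnight at 30 C and loaded with no-wash calcium dye.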
# Numbers without * were called inactive; u = inconclusive; x = no result given; & = joins results of further samples. Unless noted, calls come from the whole dose curve; as a rule, active = well fitted curve in the direction sought with a large enough effect; inconclusive = small, poorly fitted or top-dose-only effect, or another doubt; inactive = no such curve, though single readings can be large; an effect the other way counts as inactive or inconclusive. Only part of the results is shown; rates above refer to the full screens.
SMILES,RXFP1 ag,D1 antagonist,Vif-A3F inh,D1 PAM,GRP78 ERSR act,D2 potentiator,Vif-APOBEC3G blk,RXFP1 antagonist,D1 agonist
O=C(COC(=O)CNC(=O)c1ccccc1Cl)Nc1ccccc1Cl,1.8%,-1,5%,3&2,-2%,0,5%,x,-1&0
COC(=O)Cc1c(C)c2c(OCc3nn[nH]n3)cc(C)cc2oc1=O,0.3%,2,1%,-2,-6%,9,0%,6,1
C/C(CC(=O)Nc1ccc(OCc2ccccc2)cc1)=N\NC(=O)C(=O)Nc1ccccc1C,-0.4%,x,-11%,x,6%,x,-10%,-9,x
CCC(=O)N1c2ccc(S(=O)(=O)CCC(=O)NCCC3=CCCCC3)cc2CC1C (stereo not given),0.6%,-9,-7%,-2,-5%,-14,0%,8,0
COc1ccc2nc(SCC(C)=O)c(C#N)cc2c1,4.3%,8,3.5µM*,6,1%,7,u,-4,16
COc1ccc(C(=O)/C=C/c2ccc(-c3ccccc3)cc2)cc1CSCC(=O)O,0.0%,-30,x,-7,x,-6,x,x,8
O=[N+]([O-])c1ccccc1C=NNc1ccccc1,x,x,-26%,x,12%,x,-17%,-15,x
CC1Cc2ccccc2N1C(=O)CN1CCC(C(N)=O)CC1 (stereo not given),1.5%,-14,-1%,3,-6%,15,3%,-18,5
CCOC(=O)c1c(CN(C)C)oc2cc(CN(C)C)c(O)c(CSc3ccccc3)c12,-0.7%,9,6%,-3,-5%,0,1%,2,6
Cc1ccc(C)c(Cn2c(=O)n(CCCC(=O)NCc3ccco3)c(=O)c3ccccc32)c1,6.1%,3,3%,-4,-7%,8,-1%,2,2

# Pulled by structure from the list above:
SMILES,RXFP1 ag,D1 antagonist,Vif-A3F inh,D1 PAM,GRP78 ERSR act,D2 potentiator,Vif-APOBEC3G blk,RXFP1 antagonist,D1 agonist
O=C(COC(=O)CNC(=O)c1ccccc1Cl)Nc1ccccc1Cl,1.8%,-1,5%,3&2,-2%,0,5%,x,-1&0
C/C(CC(=O)Nc1ccc(OCc2ccccc2)cc1)=N\NC(=O)C(=O)Nc1ccccc1C,-0.4%,x,-11%,x,6%,x,-10%,-9,x
CCC(=O)N1c2ccc(S(=O)(=O)CCC(=O)NCCC3=CCCCC3)cc2CC1C (stereo not given),0.6%,-9,-7%,-2,-5%,-14,0%,8,0

# The results go on.
SMILES,RXFP1 ag,D1 antagonist,Vif-A3F inh,D1 PAM,GRP78 ERSR act,D2 potentiator,Vif-APOBEC3G blk,RXFP1 antagonist,D1 agonist
CCCC(=N)C1=C(O)CC(CC(C)SCC)CC1=O (stereo not given),0.3%,8,6%,7,-3%,-11,-5%,0,3
Cc1cccc(C(=O)NCCCn2ccnc2)c1C,2.4%,2,5%,-1,-4%,-13,3%,11,3
O=C(Nc1ccncc1)C1c2ccccc2Oc2ccccc21,2.1%,39,-6%,-5,-3%,x,-5%,1,44*
O=C(CNS(=O)(=O)c1ccc(Br)s1)NCc1ccc2c(c1)OCO2,-0.1%,8,-10%,1,-3%,5,1%,9,3
CCC1CN(C(=O)N2CCC(C(=O)NCCc3ccccc3OC)CC2)c2ccccc2O1 (stereo not given),0.3%,-17,-1%,-1,-6%,-13,7%,3,8
CC1(C)CC(=O)C(C=NCCN2CCNC2=O)=C(O)C1,0.4%,7,4%,-6,-4%,-20,-2%,-5,3
CCc1ccc(C(=O)c2cn(CC(=O)NCCc3ccccc3)c3nc(C)ccc3c2=O)cc1,u,-2,1%,-5,1%,4,-1%,-6,4
Cc1cccc(N2C(=O)N(Cc3ccc(C(C)(C)C)cc3)c3ccccc3S2(=O)=O)c1,0.1%,-48*,0%,1,1%,3,2%,x,1
CCOc1ccc2nc(N(CCCN(C)C)C(=O)c3ccc(C(=O)c4ccccc4)cc3)sc2c1,-0.6%,18,-6%,-7,-14%,3,-18%,-8,11
Cc1ccc(NC(=O)C(NS(=O)(=O)c2ccc3c(c2)CCC(=O)N3)c2ccccc2)cc1C (stereo not given),-0.9%,-3,1%,-2,1%,7,-2%,x,1
CCNC(=O)c1c(NC(=O)c2cc(-c3cc(C)ccc3O)n[nH]2)sc2c1CCCC2,-0.4%,14,-20%,0,-3%,7,3%,2,-1
COc1ccccc1NC(=O)Cn1c(CCC(=O)O)ccc1-c1ccc(C)cc1,-0.4%,-19,11%,-4,-6%,-2,-5%,-8,2
CC(=O)Nc1cc(NC(C)=O)cc(C(=O)OCC(=O)Nc2ccc(S(=O)(=O)NC3=NCCCCC3)cc2)c1,3.1%,0,0%,3,5%,-1,-3%,6,2
CC(C)CC1NC(=O)c2ccccc2-n2c1nc1ccc(F)cc1c2=O (stereo not given),-0.4%,-2,x,3,x,-2,x,x,1
O=C(Nc1cc([N+](=O)[O-])ccc1F)c1cccs1,4.8%,7,-1%,8,0%,x,-1%,16,0
FC(F)(F)c1cnc(Sc2ncn[nH]2)c(Cl)c1,2.9%,13,-2%,-5,-3%,14,-4%,-4,4
Nc1c(C(=O)NCc2ccco2)nnn1Cc1ccccc1,2.6%,-14,-11%,-6,0%,15,-1%,13,0
NC(=O)c1ccsc1NC(=O)COC(=O)CNC(=O)c1cccc([N+](=O)[O-])c1,2.6%,14,2%,4,-1%,5,-8%,-3,0
CCCCCc1cc(=O)oc2c(C(CCN(CC)CC)c3ccc(N(C)C)cc3)c(OC)cc(OC)c12 (stereo not given),3.0%,2,9%,-6,-10%,-19,-17%,x,22
COc1cc(NC(=O)c2ccccc2OCc2ccccc2)cc(OC)c1OC,-0.6%,10,-6%,0,-3%,-7,-13%,-4,-3
CC1(c2ccccc2)CC(C)(C)N2C(=O)C3(C(C#N)=C(N)Oc4cc(O)ccc43)c3cccc1c32 (stereo not given),-1.3%,-9,-2%,1,0%,-9,-10%,-31,3
O=C(NCc1ccco1)c1ccc2c(c1)C(=O)N(C1CCCCC1)C2=O,-5.0%,-16,-1%,-9,-1%,4,1%,-12,5
CC(C)(CNC(=O)COc1ccccc1Cc1ccccc1)N1CCOCC1,-0.1%,24,5%,8,0%,-11,2%,-12,0
Cn1c(=O)n(C)c2cc(S(=O)(=O)Nc3ccccc3C(=O)O)ccc21,8.8%&7.4%,4&-13,-8%&1%,0&-2,-2%&-1%,0&1,1%&2%,6&-17,2&2
CCOC(=O)c1ccccc1NC(=O)COC(=O)CCNS(=O)(=O)c1ccc(C)c(C)c1,1.7%,0,-5%,-2,6%,16,0%,-7,2
O=C(COc1ccc(-c2ccccc2)cc1)N1CCN(S(=O)(=O)Cc2ccccc2)CC1,-2.0%,-21,2%,-4,-5%,12,u,-1,5
COc1ccc(-c2nnc(SC(C)C(=O)Nc3ccc4c(c3)OCCO4)o2)cc1 (stereo not given),-0.5%,-9,-1%,-8,6%,2,-5%,-10,0
CCS(=O)(=O)c1ccc(C=NNc2nc3ccccc3o2)cc1,x,x,0%,x,-5%,x,-1%,-8,x
O=C(Nc1cccc([N+](=O)[O-])c1)Nc1ccc(Cl)cn1,-0.1%,24,6%,0,2%,7,0%,-15,3
O=C(CSc1nncn1-c1ccccc1)NCc1cccs1,3.1%,9,4%,-5,-1%,5,4%,-8,1
CCOC(=O)N1CCC(NC(=O)c2c(C)nn(-c3cccc(C)c3)c2-n2cccc2)CC1,8.8%,3,4%,-3,-1%,-5,1%,u,4
CCCCN(C(=O)c1ccco1)C1CCS(=O)(=O)C1 (stereo not given),2.1%,52,0%,-4,-3%,-11,0%,-8,3
COc1cccc(-n2cc(-c3ccc(F)cc3)[nH]c2=S)c1,0.0%,0,-2%,8,9%,-2,-10%,-6,1
COc1ccc(Nc2nc(N)nc(CSc3nc(C)cc(C)n3)n2)cc1,0.7%,-9,16%,-2,-5%,5,-1%,-2,-1
O=C(CSc1n[nH]c(-c2ccccc2)n1)Nc1ccc(Br)cn1,-2.6%,-6,-1%,-6,-8%,7,2%,0,0
O=C(COC(=O)CNC(=O)C1CCCCC1)Nc1ccc(F)c([N+](=O)[O-])c1,x,x,5%,x,-4%,x,1%,-12,x
O=C(c1ccncc1)N1CCN(c2ccc(F)cc2)CC1,-0.4%,8,-9%,-2,-3%,-9,0%,5,-1
CCC1Oc2ccc(C)cc2N(CC(=O)NCCCN2CCCCC2CC)C1=O (stereo not given),2.6%,1,-6%,-4,-5%,x,0%,7,0
CC(=O)c1ccc(OCCCC(=O)Nc2ccc(S(=O)(=O)N3CCOCC3)cc2)cc1,0.9%,-5,6%,-8,0%,13,-2%,-14,7
CCOC(=O)c1c(NC(=O)/C=C/C(=O)O)sc(C)c1-c1ccc(F)cc1,-1.2%,-12,-2%,-1,16%,12,-7%,-30,0
Cc1cccc(NC(=S)NNC(=O)c2sccc2C)c1,1.6%,x,-2%,4,-1%,-3,-1%,7,8
CCCCN(C(=O)CCSc1ccc(F)cc1)c1c(N)n(Cc2ccccc2)c(=O)[nH]c1=O,1.0%,7,-1%,-9,-1%,x,-2%,-11,2
COc1ccc(CNS(=O)(=O)c2ccc3c(c2)NC(=O)CS3)cc1,-5.2%,-21,-7%,0,-3%,2,0%,4,1
O=C1COc2ccc(S(=O)(=O)N3CCN(c4ccccc4)CC3)cc2N1,2.5%,3,0%,-6,0%,4,-1%,-18,3
COc1ccc(C(=O)N/C(=C\c2cc(OC)c(OC)cc2[N+](=O)[O-])C(=O)NCC(=O)O)cc1,0.2%,0,-3%,-2,-3%,4,1%,-4,9
CCc1cccc(C)c1NC(=O)C1CCN(S(=O)(=O)c2c(C)noc2/C=C/c2c(C)cc(C)cc2C)CC1,1.8%,10,2%,2,-2%,12,4%,-6,3
CC1CCC/C(=C\Nc2ccc(O)cc2)C1=O (stereo not given),1.4%,4,5%,0,4%,10,1%,3,8
CC(C)c1ccc(NC(=O)CSc2ncc3c(n2)-c2ccccc2N(C)S3(=O)=O)cc1,u,13,-3%,2,-3%,10,-1%,-2,5
CCN1C(=O)[C@H]2[C@@H](c3ccc(SC4CCCCC4)c(OC)c3)N[C@@](Cc3ccccc3)(C(=O)OC)[C@H]2C1=O,0.0%,0,-12%,2,-1%,12,2%,x,4
COCCCNC(=O)c1ccc2nc(CCc3ccccc3)oc2c1,-2.8%,-9,-1%,-2,-3%,0,6%,5,-1
